From PubChem
mHTT-CaM PPI inh – mutant huntingtin-calmodulin interaction inhibitors – biochemical, AlphaScreen, primary screen; hit rate 3.6% among 190,000; inhibition, % at 15 µM; AID 1671202, 2021; AlphaScreen His-mHTT/GST-CaM binding, luminescence; P42858;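 also: 0% = both proteins with DMSO and 100% = one protein alone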
Pf apPOL inh – Pf-apPOL inhibitors, biochemical, fluorescence | Recombinant Pf-apPOL, molecular beacon fluorescence, 1.5 h | AID 1794808, 2022 | inhibition, % at 10 µM | Plasmodium falciparum apicoplast DNA polymerase (apPOL) | hit rate 0.25% among 210,000
* = called active by the depositor; i = inactive; nt = not tested or not shown; & = joins results of further samples. Rule as the data show it: active = inhibition above about 50%; inactive = the rest.

| no. | compound | mHTT-CaM PPI inh | Pf apPOL inh |
| --- | --- | --- | --- |
| 1 | CCC(C)NC(=O)C1CCN(C(=O)c2ccccc2)CC1 (stereo not drawn) | -6 | -6 |
| 2 | CC1CN(c2ncnc3ccsc23)CC(C)O1 (stereo not drawn) | nt | -3 |
| 3 | O=[N+]([O-])c1ccc(Cl)c(S(=O)(=O)n2nnc3ccccc32)c1 | -6 | -4 |
| 4 | CCOCCCNC(=O)C1CCN(c2nccnc2Oc2ccccc2)CC1 | 4 | 0 |
| 5 | Cc1cc(C(=O)Nc2c(C)noc2C)sc1C | -1 | nt |
| 6 | O=C(CCSCc1ccccc1F)N1CCN(c2ccccn2)CC1 | 1 | -9 |
| 7 | CCc1nc2c(c(=O)n1CC(=O)Nc1c(C)cccc1C)CN(Cc1ccccc1)CC2 | 1 | -4 |
| 8 | Cc1ccc(C(=O)N2CCC(CCNS(=O)(=O)c3cccc4cccnc34)CC2)cc1 | 62* | -1 |
| 9 | O=C(NCC1CC(=O)N(Cc2ccccc2)C1)c1cccc(Cl)c1 (stereo not drawn) | -16 | -8 |
| 10 | COc1ccc(CC(=O)Nc2c3c(nn2C(C)(C)C)CS(=O)C3)cc1 (stereo not drawn) | -3 | -2 |
| 11 | COc1ccc(-c2noc(C3CCCN3C(=O)c3ccsc3)n2)cc1 (stereo not drawn) | 0 | 7 |
| 12 | COc1ccccc1-c1noc(CCC(=O)N2CCc3nc4cc[nH]n4c(=O)c3C2)n1 | 7 | 1 |
| 13 | O=C(Nc1cccnc1)c1sc2cc(F)ccc2c1Cl | 1 | -1 |
| 14 | CCOC(=O)C[C@H]1c2cc(F)ccc2S(=O)(=O)N1c1cccc(OC)c1 | -8 | -5 |
| 15 | Cc1ccc(-n2cnc(C(=O)N3CCC(N(C)C)CC3)n2)cc1 | 3 | -3 |
| 16 | COc1ccc(CNC(=O)NCc2ccsc2)cc1 | -12 | -4 |
| 17 | COc1cc(COc2ccc3c4c(c(=O)oc3c2)CCCC4)cc(OC)c1OC | 0 | -3 |
| 18 | Cc1ccc(Cn2cnc3c2c(=O)n(C2CC2)c(=O)n3-c2ccccc2)cc1 | -6 | -3 |
| 19 | CCCN1C(=O)C(C(O)c2ccc(OC)c(OCC)c2)SC1=Nc1ccccc1 (stereo not drawn) | -4 | 9 |
| 20 | CC(=O)c1ccc(OCC(O)COc2ccc(C(C)=O)cc2)cc1 | -2 | -4 |
| 21 | CN1C/C(=C\c2ccc(Br)s2)C(=O)/C(=C/c2ccc(Br)s2)C1 | 10 | -4 |
| 22 | Cc1c(N=Cc2ccc(O)c(Br)c2)c(=O)n(-c2ccccc2)n1C | 0 | 1 |
| 23 | NS(=O)(=O)C#Cc1ccccc1 | -9 | -3&3 |
| 24 | COC[C@H]1CCCN1c1ccc2c(c1)O[C@@H](COCc1ccccc1)CN([C@H](C)c1ccccc1)S2(=O)=O | -8 | -9 |
| 25 | CC(C)Oc1cccc(C(=O)Nc2ccc(F)cc2F)c1 | -13 | -3 |

Continued; it opens with the two that closed the last part.
| no. | compound | mHTT-CaM PPI inh | Pf apPOL inh |
| --- | --- | --- | --- |
| 24 | COC[C@H]1CCCN1c1ccc2c(c1)O[C@@H](COCc1ccccc1)CN([C@H](C)c1ccccc1)S2(=O)=O | -8 | -9 |
| 25 | CC(C)Oc1cccc(C(=O)Nc2ccc(F)cc2F)c1 | -13 | -3 |
| 26 | COc1ccc(CNC(=O)CN(Cc2ccccc2)S(=O)(=O)c2ccccc2)cc1 | -5 | -3 |
| 27 | OC(COCc1ccc2c(c1)OCO2)CN1CCN(c2ccccc2F)CC1 (stereo not drawn) | 1 | -5 |
| 28 | CC(=O)c1ccc(NC(=O)CSc2nnc(-c3ccc(Cl)cc3Cl)n2N)cc1 | -2 | 2 |
| 29 | N/C(=N\OC(=O)N1c2ccccc2Sc2ccccc21)c1ccc([N+](=O)[O-])cc1 | i | -3 |
| 30 | COc1ccc([N+](=O)[O-])cc1NC(=O)Cc1c(C(=O)O)[nH]c2ccccc12 | 11 | -7 |
| 31 | CC1(C)c2ccccc2N2CCC(=O)NC21C=Cc1cccs1 (stereo not drawn) | nt | -9 |
| 32 | CCSc1nnc(-c2nn(C)c3c2CN(C(=O)c2ccc(C#N)cc2)CC3)n1C | -4 | 0 |
| 33 | Cc1cccc(-n2ncc3c(Nc4cccc(F)c4)ncnc32)c1 | 2 | -6 |
| 34 | CC1NC2=C(C(=O)CC(c3ccccc3)C2)C(c2ccc(Br)cc2)C1C#N (stereo not drawn) | -51 | -2 |
| 35 | COc1ccc(NC(=O)C(c2cc3c(cc2[N+](=O)[O-])OCO3)N(C)Cc2ccccc2)cc1 (stereo not drawn) | 61* | -7 |
| 36 | COc1ccccc1NC(=S)C(C#N)C(=O)N1CCOCC1 (stereo not drawn) | nt | 8&4 |
| 37 | CCOc1ccc(CCNC(=O)Cn2nnc(-c3ccc(F)cc3)n2)cc1OCC | -1 | -41 |
| 38 | COC(=O)[C@H](CC(C)C)N(CCCc1cn(Cc2ccc(C)cc2)nn1)S(=O)(=O)c1ccc(F)cc1Br | -14 | -9 |
| 39 | CC(C)NC(=O)C1CCCN(c2ncc(-c3ccc(F)cc3)cn2)C1 (stereo not drawn) | -3 | -2 |
| 40 | N#Cc1c(-c2ccccc2)cc(=O)n2c1[nH]c1ccccc12 | 1 | -5 |
| 41 | O=c1c2ccccc2cc(Br)c2sccc12 | nt | -13 |
| 42 | CCOc1ccc2nc(SCC(=O)Nc3ccccc3)[nH]c2c1 | -1 | -1 |
| 43 | CN1CCN(c2nc(N3CCN(CCO)CC3)nc3ccccc23)CC1 | 0 | 1 |
| 44 | O=C(Nc1cccc(F)c1)c1ccccc1N(Cc1ccccc1)S(=O)(=O)c1ccccc1 | 2 | -3 |
| 45 | Cc1cc2ccccc2n1CCNC(=O)c1cccc(C(F)(F)F)c1 | -1 | 4 |
| 46 | CN1N=C2c3ccccc3CCCC2C1c1ccc(C(C)(C)C)cc1 (stereo not drawn) | nt | 2 |
| 47 | Oc1c(Cl)cc(Cl)cc1C1Nc2cc(Cl)c(C(F)(F)F)cc2N1 (stereo not drawn) | nt | -20 |
| 48 | CCCCC(CC)CNC(CC(=O)Nc1cc([N+](=O)[O-])ccc1C)C(=O)O (stereo not drawn) | 13&-5 | 1&-5 |
| 49 | O=C(C1CCN(c2ncccc2-c2nc(-c3ccccc3)no2)CC1)N1CCOCC1 | 11 | 2 |
| 50 | CC(C)c1ccc(C2CC(c3ccc(F)cc3)Nc3nc(N)nn32)cc1 (stereo not drawn) | 43 | -9 |

Profiles, quoted from the list. Order of screens: mHTT-CaM PPI inh, Pf apPOL inh
COC[C@H]1CCCN1c1ccc2c(c1)O[C@@H](COCc1ccccc1)CN([C@H](C)c1ccccc1)S2(=O)=O in the list: -8, -9
Cc1cc(C(=O)Nc2c(C)noc2C)sc1C in the list: -1, nt

(more compounds)
| no. | compound | mHTT-CaM PPI inh | Pf apPOL inh |
| --- | --- | --- | --- |
| 51 | CCOc1ccc(C(=O)Nc2cc(C)cc(C)c2)cc1[N+](=O)[O-] | 0 | 2 |
| 52 | CCCC(=O)N1CCC2(CC1)NC(=O)c1cc(C)ccc1N2 | -4 | -4 |
| 53 | Cc1ccc(S(=O)(=O)c2no[n+]([O-])c2S(=O)(=O)c2ccc(C)cc2)cc1 | 3 | nt |
| 54 | COc1cccc(S(=O)(=O)N2CCCN(C3CCN(Cc4ccccc4)C3=O)CC2)c1 (stereo not drawn) | 7 | 0 |
| 55 | Cc1c(NS(=O)(=O)c2ccccc2)cccc1[N+](=O)[O-] | -2 | 0 |
| 56 | COc1ccc(-n2nc3c(c2NC(=O)Cc2ccccc2)CS(=O)(=O)C3)cc1 | 2 | -3 |
| 57 | COc1ccc(/C=C2/N=C(c3cccc([N+](=O)[O-])c3C)OC2=O)cc1OC | -1 | -2 |
| 58 | O=C(CN1C(=O)NC2(CCCCC2)C1=O)N1CCN(c2ccc(F)cc2)CC1 | 5 | -4 |
| 59 | O=C(O[C@H]1CC[C@@]23CCCN2C(=O)CCC[C@H]3C1)N1CCOCC1 | -14 | -5 |
| 60 | Cc1cc(I)ccc1N1C(=N)SCC1=O | 3 | 11 |
| 61 | Cc1noc(C2(NC(=O)c3ccoc3)CCCCC2)n1 | -10 | 0 |
| 62 | COc1ccc(Nc2nc(N)nc(CN3CCCCCC3)n2)cc1 | 20 | -7 |
| 63 | CCCCC(CC)CNC(CC(=O)Nc1cc(OC)ccc1OC)C(=O)O (stereo not drawn) | 10 | -4 |
| 64 | O=C(c1ccncc1)N1CCC(n2nc(-c3ccsc3)ccc2=O)CC1 | 16 | -6 |
| 65 | CC(C)c1ccc(NC(=O)C2CCN(c3cc(=O)n(C)c(=O)n3C)CC2)cc1 | 35 | -1 |
| 66 | Cc1ccccc1N1CCN(C(=O)C2CCCN(c3nnc4ccccn34)C2)CC1 (stereo not drawn) | 24 | -8 |
| 67 | O=C(NCCc1ccccn1)C1CCc2sc(C(=O)N3CCCCC3)cc2C1 (stereo not drawn) | -2 | 0 |
| 68 | O=C(CN1CCC(c2nc(-c3ccc(F)cc3)no2)CC1)Nc1ccccc1F | -3 | -4 |
| 69 | O=C(Nc1nc(-c2ccc(Cl)cc2Cl)cs1)c1ccncc1 | -2 | 2 |
| 70 | O=c1oc2cc(OCCO)ccc2c2c1CCC2 | 0 | nt |
| 71 | O=C(Nc1ccccc1)c1cc(C2CC2)n2nccc2n1 | -9 | 0 |
| 72 | COc1ccc(-c2cn3ccn(-c4ccc(Cl)cc4)c(=O)c3n2)cc1 | -5 | -1 |
| 73 | CC1(C)OCC2(CO1)CN(C(=O)C1(c3ccc(Cl)cc3)CCCC1)C2 | -4 | -4 |
| 74 | CCN(CC)CCCNC(=O)c1c(O)c2cc(F)cc3c2n(c1=O)C(C)CC3 (stereo not drawn) | 98* | -73 |
| 75 | O=C(Nc1ccccc1)Oc1ccc(Cl)cc1Br | -5 | -9 |

An excerpt taken from the entries so far:
| no. | compound | mHTT-CaM PPI inh | Pf apPOL inh |
| --- | --- | --- | --- |
| 51 | CCOc1ccc(C(=O)Nc2cc(C)cc(C)c2)cc1[N+](=O)[O-] | 0 | 2 |
| 52 | CCCC(=O)N1CCC2(CC1)NC(=O)c1cc(C)ccc1N2 | -4 | -4 |
| 53 | Cc1ccc(S(=O)(=O)c2no[n+]([O-])c2S(=O)(=O)c2ccc(C)cc2)cc1 | 3 | nt |
| 54 | COc1cccc(S(=O)(=O)N2CCCN(C3CCN(Cc4ccccc4)C3=O)CC2)c1 (stereo not drawn) | 7 | 0 |
| 55 | Cc1c(NS(=O)(=O)c2ccccc2)cccc1[N+](=O)[O-] | -2 | 0 |

The listing picks up, starting 7 compounds before the break.
| no. | compound | mHTT-CaM PPI inh | Pf apPOL inh |
| --- | --- | --- | --- |
| 69 | O=C(Nc1nc(-c2ccc(Cl)cc2Cl)cs1)c1ccncc1 | -2 | 2 |
| 70 | O=c1oc2cc(OCCO)ccc2c2c1CCC2 | 0 | nt |
| 71 | O=C(Nc1ccccc1)c1cc(C2CC2)n2nccc2n1 | -9 | 0 |
| 72 | COc1ccc(-c2cn3ccn(-c4ccc(Cl)cc4)c(=O)c3n2)cc1 | -5 | -1 |
| 73 | CC1(C)OCC2(CO1)CN(C(=O)C1(c3ccc(Cl)cc3)CCCC1)C2 | -4 | -4 |
| 74 | CCN(CC)CCCNC(=O)c1c(O)c2cc(F)cc3c2n(c1=O)C(C)CC3 (stereo not drawn) | 98* | -73 |
| 75 | O=C(Nc1ccccc1)Oc1ccc(Cl)cc1Br | -5 | -9 |
| 76 | O=C(CCC1CCCC1)N1CCOCC1CO (stereo not drawn) | -8 | -4 |
| 77 | CCC(=O)Nc1cccnc1-c1ccc(C(=O)NCCC(C)C)cc1 | -4 | 0 |
| 78 | Cc1ccccc1NC(=O)C1(N(CC(C)C)C(=O)Cn2nnnc2N)CCCCC1 | -2 | -1 |
| 79 | O=C(NCc1cccs1)C1CCCN(c2nnc3ccc(C(F)(F)F)cn23)C1 (stereo not drawn) | 6 | -9 |
| 80 | O=C(NCCN1CCCC1)c1cccc(-c2nc(-c3cccc(F)c3)no2)c1 | -10 | 2 |
| 81 | CC(C)C1C(=O)N(Cc2cn(CCC3OCCO3)nn2)CCS(=O)(=O)N1Cc1ccc(-c2ccc(F)cc2)cc1 (stereo not drawn) | 53* | -7 |
| 82 | CC(O)CN(Cc1ccccc1)CC(C)O (stereo not drawn) | 1 | -2 |
| 83 | O=c1[nH]cnc2c1sc1nc(-c3ccco3)c3c(c12)CCCC3 | -3 | -3 |
| 84 | CCOCCCNc1c2c(c(C#N)c3nc4ccccc4n13)CCC2 | -6 | 0 |
| 85 | O=S(=O)(c1ccccc1F)N1CCC(CN2CCCCC2)CC1 | -5 | 1 |
| 86 | CC1(C)CC(=O)C2=C(C1)N(c1c(F)cccc1F)C(N)=C(C#N)C2c1cccnc1 (stereo not drawn) | -1 | 0 |
| 87 | Cc1cc(C)n2nc(SCCC(=O)N3CCCC3)nc2n1 | 4 | 2 |
| 88 | Cc1nn(C(=O)/C=C/c2ccccc2)c(C)c1Sc1ccccc1 | -25 | 0 |
| 89 | CNC(=O)N1CCN(C(=O)NC)CC1 | -1 | 8 |
| 90 | O=C1NC(=O)N(c2cccc(F)c2)C(=O)/C1=C/c1ccc(N2CCCCC2)o1 | 5 | -4 |
| 91 | COc1ccccc1OCC(=O)Nc1c2c(nn1-c1ccc(F)cc1)CS(=O)(=O)C2 | -6 | -7 |
| 92 | CCn1ccc2oc(C)c(C(=O)N3CCN(c4ccccc4)CC3)c2c1=O | 0 | -4 |
| 93 | Cc1noc(-c2cccc(C(F)(F)F)c2)c1C(=O)N(C)Cc1ccccc1 | -1 | -6 |
| 94 | CC1c2cccn2CCN1C(=O)Nc1ccc2c(c1)OCCO2 (stereo not drawn) | 12 | -5 |
| 95 | O=[N+]([O-])c1ccccc1CNC1CCCc2ccccc21 (stereo not drawn) | -11 | 3 |
| 96 | c1ccc2oc(CCCCc3nc4ccccc4o3)nc2c1 | -10 | -13 |
| 97 | O=C(NCc1ccccn1)C1COCC(=O)N1Cc1ccccc1 (stereo not drawn) | 14 | -4 |
| 98 | CN(C)c1ccc(CCNC(=O)C(=O)NCc2ccc(Cl)cc2)cc1 | 27 | -7 |
| 99 | CCCCNCCn1cnc2c(N)ncnc21 | nt | -2 |

Random draw from the library (roughly 3.7% active in at least one column).
